Compound activity from PubChem.
TIM10 inh: growth inhibitors of isogenic TIM10 control yeast, primary screen, counter-screen for tim10-1 yeast inhibitor project, luminescence, uHTS. S. cerevisiae TIM10 strain growth, BacTiter-Glo luminescence, 24 h. inhibition, % at 10 µM. 1.4% of 330,000 active. AID 463195, 2010;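 active = inhibition of 40% or more at the single tested concentration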;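 also: wild-type TIM10 isogenic control strain grown at permissive 25 °C; 0% = DMSO yeast wells and 100% = minimal medium wells without yeast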
GRIN3A LBD mod: binders of NR3A ligand-binding domain, primary screen, biophysical, differential scanning fluorimetry, uHTS; 2.5% of 340,000 active; AID 1259313, 2017; NR3A LBD differential scanning fluorimetry, Tm shift; 0% = protein alone, 100% = glycine-bound protein; Tm shift relative to glycine control, % at 25 µM; Glutamate receptor ionotropic, NMDA 3A (GRIN3A) ligand-binding domain;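 active = melting temperature shift of at least 10% of the positive control shift, at one fixed dose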
CHOP UPR activ: activators of apoptotic CHOP UPR arm, primary screen, cell-based, CHO-CHOP luciferase reporter, luminescence, uHTS; UPR activation; percent of tunicamycin response over DMSO baseline; activation, % at 10 µM; 0.34% of 330,000 active; AID 449763, 2010;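 active = at 10 µM dose, activation of 40% or more, normalized to positive control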;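 also: 100% = tunicamycin at 10 µg/mL and 0% = DMSO alone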
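Test system: CHO-CHOP cells, stable luciferase reporter of PERK-eIF2a-CHOP signalling | Quantity: 500 CHO-CHOP cells per well | Buffer or medium: F12 plus 10% serum | Compound dosing: 10 µM single point, 0.5% DMSO | Schedule: 6 h compound treatment, 37 °C | Signal: Luciferase luminescence | Control set: Tunicamycin high control, DMSO low control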
Mdm2 MdmX PPI: inhibitors of human Mdm2-MdmX association, primary screen, cell-based, luminescence, split luciferase, SaOS-2, uHTS; 3% of 330,000 active; inhibition, % at 8 µM; SaOS-2 split-luciferase Mdm2/MdmX complementation; Protein Mdm4 (Homo sapiens) + E3 ubiquitin-protein ligase Mdm2 (Homo sapiens), …;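 active = inhibition of at least 50% at 8 µM in the primary screen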
Target sequence (O15151 whole entry, looked up): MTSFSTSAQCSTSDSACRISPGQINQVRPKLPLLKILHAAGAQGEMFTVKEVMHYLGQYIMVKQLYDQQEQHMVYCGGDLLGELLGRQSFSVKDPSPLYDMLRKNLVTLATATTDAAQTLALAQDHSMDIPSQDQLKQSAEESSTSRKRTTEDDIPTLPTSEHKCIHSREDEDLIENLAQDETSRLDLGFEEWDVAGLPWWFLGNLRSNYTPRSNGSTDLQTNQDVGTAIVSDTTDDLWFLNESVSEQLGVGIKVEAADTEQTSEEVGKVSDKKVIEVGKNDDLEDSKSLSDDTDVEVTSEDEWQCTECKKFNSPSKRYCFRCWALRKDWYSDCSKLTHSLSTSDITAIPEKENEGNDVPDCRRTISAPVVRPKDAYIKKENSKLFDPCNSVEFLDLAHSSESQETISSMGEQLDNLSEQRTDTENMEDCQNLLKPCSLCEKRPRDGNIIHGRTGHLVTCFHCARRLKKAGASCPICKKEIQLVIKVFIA
Target sequence (Q00987 whole entry, looked up): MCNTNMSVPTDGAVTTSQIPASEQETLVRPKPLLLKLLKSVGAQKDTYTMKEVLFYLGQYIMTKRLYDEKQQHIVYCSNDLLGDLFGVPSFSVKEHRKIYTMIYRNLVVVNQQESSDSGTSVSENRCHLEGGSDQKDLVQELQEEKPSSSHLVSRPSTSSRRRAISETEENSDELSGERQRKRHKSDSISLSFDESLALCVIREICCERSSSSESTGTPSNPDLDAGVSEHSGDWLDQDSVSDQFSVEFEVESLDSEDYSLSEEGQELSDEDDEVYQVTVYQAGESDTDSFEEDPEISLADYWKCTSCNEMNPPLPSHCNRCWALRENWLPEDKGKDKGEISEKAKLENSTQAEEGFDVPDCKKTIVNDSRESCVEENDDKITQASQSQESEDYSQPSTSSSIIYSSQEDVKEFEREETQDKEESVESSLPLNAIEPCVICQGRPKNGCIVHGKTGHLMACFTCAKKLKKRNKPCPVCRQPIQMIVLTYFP
tim23-1 inh: growth inhibitors of tim23-1 mutant yeast, primary screen, luminescence, uHTS. S. cerevisiae tim23-1 growth, BacTiter-Glo luminescence, 24 h. inhibition, % at 20 µM. 1.3% of 330,000 active;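 active = growth inhibition of the mutant yeast at or above 50%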;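 also: temperature-sensitive mutant grown at 25 °C; plate controls were DMSO-treated mutant yeast for no effect and medium wells lacking yeast for full effect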
NLRP3 yeast inh: NALP3 inflammasome inhibitors in reconstituted yeast, primary screen, luminescence, uHTS; inhibition, % at 10 µM; Yeast reconstituted NLRP3/ASC/caspase-1, beta-gal luminescence, 24 h; 0.39% of 330,000 active;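 active = inhibition of 50% or more; inactive = inhibition below 50%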;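 also: plate controls were induced DMSO wells for no effect and uninduced yeast grown without galactose for full effect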
tim10-1 inh: growth inhibitors of tim10-1 mutant yeast, primary screen, luminescence, uHTS. S. cerevisiae tim10-1 ts strain growth, BacTiter-Glo, 24 h. inhibition, % at 20 µM. AID 463190, 2010. 2.2% of 330,000 active;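 active = inhibition of at least 40%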;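 also: mutant grown at 25 °C; 0% = DMSO wells with yeast and 100% = wells holding no yeast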
UPR XBP1 act: activators of adaptive XBP1 UPR arm, primary screen, cell-based, CHO-XBP1 luciferase reporter, luminescence, uHTS | 0.33% of 330,000 active | activation, % at 20 µM | AID 463104, 2010 | IRE1-XBP1 UPR activation; percent of tunicamycin response, DMSO as zero;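 active = versus positive control, 20 µM dose yields 30% or more activation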;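 also: 100% = tunicamycin at 10 µg/mL and 0% = DMSO only wells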
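Assay system: IRE1-XBP1 luciferase reporter CHO line. Input: 1000 cells/well. Buffer or medium: F12 with 10% serum. Doses: 20 µM, 1% DMSO. Times: overnight seeding at 37 °C, 6 h compound treatment at 37 °C. Technique: Steady-Glo luciferase glow luminescence, 10 min after reagent addition.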
APJ agonist: agonists of human apelin receptor APJ, primary screen, CHO-K1 cells, PathHunter beta-arrestin, luminescence | 0% DMSO wells, 100% apelin | 0.11% of 330,000 active | activation, % at 20 µM;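 active = activation more than six SD over the plate average, tested at 20 µM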;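 also: 0% = DMSO alone and 100% = apelin-13 at 10 nM; some results filed as inactive read as strong as hits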
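Test system: CHO-K1 APJ beta-arrestin complementation cell line. Amount: cell density 1000 per well. Controls: DMSO negative, 10 nM Apelin-13 positive. Signal: luminescent beta-gal fragment complementation, chemiluminescent substrate. Read-out basis: agonist-driven arrestin binding to APJ. Timing: compound stimulation 90 min at 25 °C, detection 60 min.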
Starred values were filed as active, the others as inactive; · = no result given. Hits appear at their usual frequency; overall some 8.2% were active at least once.

Molecule	TIM10 inh	GRIN3A LBD mod	CHOP UPR activ	Mdm2 MdmX PPI	tim23-1 inh	NLRP3 yeast inh	tim10-1 inh	UPR XBP1 act	APJ agonist
CC(Sc1nnc(C(F)(F)F)n1C)C(=O)Nc1ccc(N2CCOCC2)cc1 (centres undefined)	-3.1	1.0	-1.7	12.0	15.7	10.3	8.2	-1.1	-3.9
CC(=O)Nc1ccc(OCC(O)Cn2c3ccccc3c3ccccc32)c(C)c1 (centres undefined)	14.3	3.1	1.0	49.1	30.1	20.6	9.4	0.3	8.2
Cc1ccc(-c2c(C(=O)N/N=C/C3CCCCC3)nnn2-c2nonc2N)cc1	6.4	-4.8	-0.1	5.6	11.7	-4.2	18.6	-0.3	10.9
COc1ccc(CN2CCNC(=O)C2CC(=O)NC2CCCCCCC2)cc1OC (centres undefined)	14.2	-1.1	-1.1	8.8	14.4	-0.4	0.9	-1.6	-5.7
COc1ccc(C(=O)OCC(=O)Nc2sccc2C(N)=O)cc1OC	-2.4	-28.0	1.8	-9.7	1.9	5.7	5.9	10.5	7.6
Cc1ccc(C(=O)CSc2nnc(-c3snnc3C)n2C2CC2)cc1	-3.0	0.5	1.0	1.4	-10.3	3.0	5.7	0.8	-5.8
COc1cc(NC(=O)c2nn(C)c3c2CS(=O)(=O)c2ccccc2-3)cc(OC)c1	4.0	-5.7	1.9	29.8	-1.2	2.2	-2.5	-6.2	4.5
O=C(CSc1ncnc2c1nnn2Cc1ccc(F)cc1)NC1CCCCC1	-11.1	1.5	-0.4	17.5	-12.0	-15.3	1.4	-3.5	0.2
COc1ccccc1N1CCN(C(=O)COc2cc(C)ccc2C)CC1	11.9	-4.4	-3.3	6.0	26.8	8.7	23.6	-3.7	-1.9
O=C(CN(Cc1ccccc1Cl)C(=O)CNS(=O)(=O)c1ccccc1)NCC1CCCO1 (centres undefined)	-7.1	-0.2	0.5	7.3	1.8	12.8	6.9	2.5	4.2
CNS(=O)(=O)c1cccc(C(=O)OCC(=O)Nc2sc3c(c2C#N)CCCCC3)c1	-22.9	8.2	0.0	6.1	8.7	-4.9	16.2	-3.3	-5.3
COC(=O)c1ccc(Nc2nc3ccc(C)cc3n3cnnc23)cc1	8.7	4.4	2.2	-13.7	9.2	3.2	9.4	0.1	0.1
O=C(COC(=O)c1nsc(Cl)c1Cl)NC1CCCCC1	6.9	-3.8	-0.7	19.7	-4.2	7.8	-12.5	0.6	-4.3
CCc1ccccc1NC(=O)CSc1nc(-c2ccccc2)nn1C(=O)c1cccc([N+](=O)[O-])c1	12.7	·	-0.4	1.9	19.2	-0.9	15.7	-0.6	-4.3
CCc1ccc(NC(=O)Nn2cnnc2)cc1	-0.3	-1.3	1.9	4.3	9.9	8.8	10.7	-2.8	0.0
CCOC(=O)CC1CCCCN1Cc1nc(-c2ccc(F)c(OC)c2)oc1C (centres undefined)	14.3	0.1	-0.3	-2.0	18.2	-1.4	9.2	-4.5	-4.7
Cc1[nH]c(=O)[nH]c(=O)c1/C=C/C(=O)OCC(C)C	5.3	-1.5	3.3	17.5	5.4	11.2	2.6	-1.5	-3.1
Cn1c(SCC(=O)c2ccc(F)cc2)nnc1-c1ccccn1	-25.6	-1.1	3.0	5.0	9.9	28.4	-14.4	-0.6	1.6
CC1CCCCC1NC(=O)Cn1cnc2sccc2c1=O (centres undefined)	0.9	-0.8	-1.7	20.4	-1.7	1.3	-9.3	-2.5	-3.8
Clc1cccc(CN2CCC(Cc3ccccc3)CC2)c1	-22.8	1.9	-0.9	4.3	-22.4	25.5	12.4	-2.4	-4.6
COc1ccc(N(CCN2C(=O)c3ccccc3C2=O)C(=O)c2cccc([N+](=O)[O-])c2)cc1	34.7	1.6	-0.4	1.6	48.6	17.7	40.0	-1.6	-3.4
COc1ccc(Cl)cc1S(=O)(=O)N1CCCC(C(=O)NCc2ccccc2)C1 (centres undefined)	-3.9	1.8	-0.5	17.8	16.3	22.1	8.0	-2.6	-5.3
Cc1c(C2(O)CCCCC2)[nH]c2ccc(C(F)(F)F)cc12	58.6*	4.5	4.7	65.9*	81.6*	44.6	38.5	0.5	-6.6
CC(C)CCN1C(=O)CCC1(C)C(=O)NC1CCCCCC1 (centres undefined)	10.7	1.0	0.4	-26.9	9.7	-1.1	14.9	-0.6	-1.0
Nc1c(N(Cc2ccco2)C(=O)c2ccc(Br)cc2)c(=O)[nH]c(=O)n1Cc1ccccc1	16.7	0.3	-1.2	23.2	58.6*	3.6	5.6	-1.8	-5.0
CSc1ccccc1NC(=O)Cn1c(-c2cscn2)nc2ccccc21	24.1	0.0	-2.9	15.9	17.0	7.6	17.1	-1.2	-5.0
CCN(c1c(C)n(C)n(-c2ccccc2)c1=O)S(C)(=O)=O	3.0	2.9	-2.4	24.4	11.8	7.0	9.6	-0.1	-0.1
COc1ccc(C(=O)N/N=C(\C)c2ccccn2)cc1OC	11.0	-0.3	355.2*	98.5*	12.0	9.2	25.9	5.0	-21.2
Cc1ccccc1OCC(=O)N/N=C/c1cccc(Oc2ccc([N+](=O)[O-])cc2[N+](=O)[O-])c1	34.7	9.3	4.0	24.5	38.1	17.3	30.9	-3.2	6.9
COc1ccc(OCC(=O)OCC(=O)N2C(C)CCCC2C)cc1 (centres undefined)	1.0	0.2	-0.9	9.8	3.5	17.8	10.7	2.5	-2.0
O=C(COC(=O)Cc1ccccc1F)NCCc1ccccc1	8.7	3.0	0.7	6.6	7.0	15.4	-2.6	-2.6	-3.8
Cc1csc(Nc2cccc3ccccc23)n1	20.7	1.3	1.7	-37.1	15.9	26.3	26.6	1.8	-1.9
Cc1nc(SCC(=O)N2CC(=O)Nc3ccccc32)nc(C)c1C	6.9	-1.2	-0.6	-8.6	-0.2	12.4	-7.2	-4.6	-2.7
CCOc1cc(C(=O)N(C)CC(=O)Nc2cccc3ccccc23)ccc1OC	10.4	1.7	-0.9	-11.6	10.5	18.8	7.2	-2.1	-1.1
O=C(/C=C/c1ccccc1[N+](=O)[O-])Oc1ccccc1	11.7	·	5.5	-10.5	17.2	28.5	3.7	2.6	0.6
Fc1cccc(Cl)c1CSc1nnc(-c2ccncc2)o1	8.7	0.0	4.9	-11.0	43.3	-11.2	13.5	-1.4	-3.6
CC(C)Cc1nnc(NC(=O)CCC(=O)N2CCN(c3ccc(F)cc3)CC2)s1	5.0	1.5	1.1	17.6	15.2	7.3	18.8	-1.9	-1.9
C[C@H](CO)N1C[C@H](C)[C@@H](CN(C)C(=O)Nc2ccccc2)Oc2c(NC(=O)Cc3ccccc3)cccc2C1=O	-1.4	-0.2	-0.6	11.1	1.4	8.5	-7.5	-1.4	-3.8
O=C(Nc1cccnc1)c1cccc(NC(=O)c2ccco2)c1	-7.4	-13.0	-1.3	9.7	-44.4	4.7	-25.0	0.2	-0.6
CCOC(=O)N1CCN(C(=O)CSCC(=O)Nc2nc(-c3ccc(OC)cc3)cs2)CC1	17.4	1.7	2.1	-0.2	16.2	7.2	15.2	2.5	0.5
CNc1c(NS(=O)(=O)c2ccc(OC)cc2)c(=O)oc2ccccc12	4.4	-2.4	2.0	21.5	12.7	17.7	5.2	2.3	-0.8
Cc1cc(C)cc(N(CC(=O)NCC2CCCO2)C(=O)CCC(=O)Nc2nccs2)c1 (centres undefined)	-4.3	-4.1	1.5	9.5	4.0	15.3	-1.9	2.3	-2.9
COc1ccc(CCNC(=O)c2cc3cccc(OC)c3oc2=O)cc1OC	5.3	6.2	1.7	3.6	5.3	14.5	9.3	-3.0	3.8
CCn1ccnc1CNC(=O)C1CCC(=O)N(Cc2cccc(C(F)(F)F)c2)C1 (centres undefined)	-6.3	0.0	0.4	1.3	12.1	0.3	17.0	-2.8	-5.9
CCCCOc1ccc(-c2ncc(C(=O)O)c(C)n2)cc1	0.3	0.4	-4.5	-60.7	16.0	12.3	14.6	-2.6	1.4
Cc1nc(NC(=O)c2ccccc2[N+](=O)[O-])sc1C(=O)N(C)C	4.6	0.0	0.2	5.7	4.0	-4.7	3.6	-3.5	-2.8
N#C/C(=C(/O)CSc1n[nH]c(N)n1)c1nc2ccccc2[nH]1	-10.7	1.1	2.5	-7.5	-12.3	4.4	-1.9	-1.9	0.4
